From PubChem BioAssay
PAX8 reporter = lowers PAX8-driven luciferase in RMG-I cells; inhibition, % at 12.6 µM; RMG-I TPO-luciferase reporter, SteadyGlo, 24 h; 360,000 compounds, 1.2% hits;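 active means mean replicate inhibition at least 60% with every replicate also reaching 60%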;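 further: luciferase light reporting Pax8 driven TPO promoter activity; plate controls were median of neutral control wells for no effect and mitoxantrone controls for full effect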
FN deposit inh = fibronectin deposition inhibition; inhibition, % at 12.6 µM; 350,000 compounds, 0.086% hits; AID 743247; AH1F fibroblasts, Alexa488-fibronectin deposition fluorescence, overnight;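 active means mean inhibition across replicates of 30% or more, regardless of how many single replicates reach that level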;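 further: positive control wells lacked labelled fibronectin entirely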
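Measured by – fluorescence 485/525 nm · System – AH1F fibroblast monolayer, labelled fibronectin deposition · Amount – 10000 cells per well · Buffer or medium – serum-reduced DMEM (2% serum) · Doses – single dose, pinned · Also added – fluorescent fibronectin at 24 nM final · Schedule – 1 h cell attachment, overnight exposure to compound and label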
ERAP1 HTS inh = blocks human ERAP1 aminopeptidase activity | inhibition, % at 10.7 µM | 340,000 compounds, 0.15% hits | recombinant ERAP1, Leu-AMC fluorescence, 60 min | AID 652197;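 active means mean replicate inhibition of at least 30%, or all replicates individually reaching that 30% level; inactive means mean below 30% and not every replicate reaching it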;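 further: 0% = neutral control wells and 100% = L-leucinethiol positive control wells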
PglD DTNB = blocks C. jejuni PglD acetyltransferase activity; purified PglD enzyme, DTNB colorimetric CoA detection; inhibition, % at 12.5 µM; 360,000 compounds, 0.098% hits; in the data active means inhibition above about 16%, passing the limit was not always enough; further: strong numbers were not always called active
LGR2 inh = Drosophila LGR2 receptor signaling inhibition | inhibition, % at 9.99 µM | 380,000 compounds, 0.35% hits | HEK293 LGR2, CRE-luciferase, bursicon-stimulated, 4 h | AID 720647;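 active means drop in luminescence signal, shown as inhibition above about 50% in the replicate tests, limit read from the data, passing the limit was not always enough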;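 further: agonist challenge used bursicon conditioned medium at about half maximal strength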
S100A4 inh HTS = blocks human S100A4 binding to myosin IIA peptide; S100A4/TAMRA-MyoIIA peptide fluorescence polarization; inhibition, % at 10.7 µM; 360,000 compounds, 0.14% hits; AID 652163;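 active means mean inhibition of at least 70% across replicates, with every replicate also reaching that level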
Target sequence (P26447 whole entry, looked up): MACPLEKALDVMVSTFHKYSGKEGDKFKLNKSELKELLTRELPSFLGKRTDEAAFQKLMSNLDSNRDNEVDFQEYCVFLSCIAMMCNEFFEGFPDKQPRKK
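Compound dosing: one dose per compound; test system: human S100A4 monomer with TAMRA-labelled myosin IIA peptide; probe or stimulus: TAMRA-labelled myosin IIA heavy-chain peptide probe, 5 nM; medium: HEPES buffer with Ca2+, pH 7.2; schedule: 5 min incubation before reading; benchmarks: neutral control DMSO, positive control TFP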
PGC1a acetyl inh = PGC1a acetylation modulation, inhibitor mode; 350,000 compounds, 0.17% hits; inhibition, % at 15.6 µM; U2OS PGC1a acetylation, AlphaScreen anti-acetyl-lysine; with virally co-expressed GCN5 acetyltransferase;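 active means every replicate shows inhibition of at least 40%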;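 further: 0% = neutral control wells and 100% = positive control wells; some results beyond the cut were filed as inactive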
EWS-Fli block = blocks EWS/Fli oncoprotein-driven transcription; A673 NR0B1-luciferase reporter, viability-normalised; inhibition, % at 12.6 µM; 350,000 compounds, 0.67% hits;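 active means mean inhibition of at least 50% after viability correction, with every replicate also passing that limit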;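 further: firefly luciferase signal divided by Alamar Blue viability fluorescence both relative to DMSO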
An asterisk follows results filed as active; . = no result given; & = joins results of further samples.

[1] C[C@@H]1CCCCO[C@H](CN(C)C(=O)Nc2ccc(F)cc2)[C@H](C)CN([C@@H](C)CO)C(=O)c2cc(NS(=O)(=O)c3ccc(Cl)cc3)ccc2O1
[2] CCOC(=O)/C(C#N)=C\c1cn(C)c2ccccc12
[3] Cc1cc(C)cc(NC(=S)N2CCN(S(C)(=O)=O)CC2)c1
[4] COc1ccccc1S(=O)(=O)Nc1ccc2c(c1)OC[C@H](C)NC[C@@H](C)[C@@H](OC)CN(C)C2=O
[5] Clc1ccc(-c2csc3ncnc(N4CCc5ccccc5C4)c23)cc1
[6] O=S(=O)(NCC[C@@H]1CC[C@H](NS(=O)(=O)c2cccc(Cl)c2)[C@H](CO)O1)c1cccc(F)c1
[7] O=C(C[C@@H]1CC[C@H]2[C@@H](COC[C@H](O)CN2C(=O)Nc2ccc(C(F)(F)F)cc2)O1)NC1Cc2ccccc2C1
[8] Cc1ccc(N2CC(NS(=O)(=O)c3cccnc3)CC2=O)cc1C (stereo unspecified)

screen / no.,1,2,3,4,5,6,7,8
PAX8 reporter,0,-12,6,.,7,1,23,-4
FN deposit inh,-7,1,2,3,-5,-2,-9,1
ERAP1 HTS inh,3,1,-5,1,2,2,1,2
PglD DTNB,7,.,0,-5,.,7,1,.
LGR2 inh,22,-53,-2,15,-4,0,4,-21
S100A4 inh HTS,-7,3,0,-8,5,4,3,-2
PGC1a acetyl inh,-5,-2,.,2,.,3,18,-2
EWS-Fli block,2,-11,.,6,.,-1,5,-1

[9] Cc1cc(F)ccc1NC(=O)c1cnccn1
[10] CCN(CC)CCNC(=O)c1ccc(NC(=O)c2ccc(COc3ccccc3)cc2)cc1
[11] COc1ccc(N2CCN(Cc3nc4sc(C)c(C)c4c(=O)[nH]3)CC2)cc1
[12] FC(F)(F)c1cc(-c2ccccc2)nc2ncnn12
[13] O=C(Nc1ccc2ccccc2n1)Nc1ccccc1F
[14] Cc1ccc(-n2nc3c(=O)n(CC(=O)NCc4ccccc4Cl)nc(C)c3c2C)cc1
[15] CO[C@@H]1CN(C)C(=O)c2ccc(NS(C)(=O)=O)cc2OC[C@@H](C)N(Cc2nccs2)C[C@H]1C
[16] COc1ccc(/C=N/Nc2cc(C)nc(N3CCOCC3)n2)c(OC)c1

screen / no.,9,10,11,12,13,14,15,16
PAX8 reporter,5,-5,6,.,-32,7,8,-11
FN deposit inh,-5,-1,-6,.,-2,6,-5,-4
ERAP1 HTS inh,-5,0,-1,9,-2,1,-4,3
PglD DTNB,0,-1,.,-4,6,2,3,-2
LGR2 inh,-12,1,8,-2,-29,3,-2,0
S100A4 inh HTS,16,1,2,6,-3,1,-15,3
PGC1a acetyl inh,.,-1,0,10,.,7,7,-1
EWS-Fli block,9,.,-6,-8,-31,.,7,-12

[17] COc1ccc(OC)c(NC(=O)NCCc2c[nH]c3ccccc23)c1
[18] O=C(CN1C(=O)NC2(CCCCCCC2)C1=O)NCc1ccccc1Cl
[19] Cn1cc(C(=O)N2CCCCC2)c(=O)c2cc(S(=O)(=O)N3CCCC3)ccc21
[20] COc1ccc(C(=O)c2sc(Nc3ccccc3)nc2C)cc1
[21] COc1ccc(S(=O)(=O)N[C@H]2CC[C@@H](CC(=O)N3CCC(Cc4ccccc4)CC3)O[C@H]2CO)cc1
[22] O=C(C[C@H]1CC[C@H](NC(=O)Nc2cc(F)ccc2F)[C@H](CO)O1)NCc1ccc2c(c1)OCO2
[23] COC(=O)[C@]12CCCCC=C1N(CCc1ccc(OC)c(OC)c1)C(=O)[C@H](CC(=O)N1CCC(c3ccccc3)CC1)C2
[24] Cc1cc(Cl)c(OCCCn2ccnc2)c(Br)c1

screen / no.,17,18,19,20,21,22,23,24
PAX8 reporter,8,7,5,-31,.,3,22,32
FN deposit inh,0,6,4,6,.,-3,0,-6
ERAP1 HTS inh,0,3,-1,1,-1,1,0,-3
PglD DTNB,1,8,-3,3,0,-2,.,.
LGR2 inh,9,-11,-2,-61,14,2,22,8
S100A4 inh HTS,-2,-15,1,1,2,-1,-5,-1
PGC1a acetyl inh,0,-5,-1,0,-2,-4,.,-3
EWS-Fli block,19,-3,8,-15,.,-3,14,11

Five compounds already listed, sorted by SMILES length, lowest first.
[3] Cc1cc(C)cc(NC(=S)N2CCN(S(C)(=O)=O)CC2)c1
[8] Cc1ccc(N2CC(NS(=O)(=O)c3cccnc3)CC2=O)cc1C (stereo unspecified)
[16] COc1ccc(/C=N/Nc2cc(C)nc(N3CCOCC3)n2)c(OC)c1
[15] CO[C@@H]1CN(C)C(=O)c2ccc(NS(C)(=O)=O)cc2OC[C@@H](C)N(Cc2nccs2)C[C@H]1C
[7] O=C(C[C@@H]1CC[C@H]2[C@@H](COC[C@H](O)CN2C(=O)Nc2ccc(C(F)(F)F)cc2)O1)NC1Cc2ccccc2C1

screen / no.,3,8,16,15,7
PAX8 reporter,6,-4,-11,8,23
FN deposit inh,2,1,-4,-5,-9
ERAP1 HTS inh,-5,2,3,-4,1
PglD DTNB,0,.,-2,3,1
LGR2 inh,-2,-21,0,-2,4
S100A4 inh HTS,0,-2,3,-15,3
PGC1a acetyl inh,.,-2,-1,7,18
EWS-Fli block,.,-1,-12,7,5

More structures.
[25] CCC(Sc1ccc2nnc(-c3cccnc3)n2n1)C(=O)O (stereo unspecified)
[26] C[C@@H]1CN([C@H](C)CO)S(=O)(=O)c2ccc(-c3ccc(F)cc3)cc2O[C@@H]1CN(C)C
[27] O=C(COC(=O)c1cncc(Br)c1)NCc1ccccc1
[28] O=C(CSc1nc2ccccc2o1)N/N=C/c1ccccc1C(=O)O
[29] CO[C@H]1CN(C)C(=O)c2ccc(NC(=O)C3CCC3)cc2OC[C@H](C)N(C(=O)CN(C)C)C[C@H]1C
[30] N/C(=N\OC(=O)CCC1CCCC1)c1cccc([N+](=O)[O-])c1
[31] CC1(C(=O)NS(=O)(=O)c2cccs2)CCN1C(=O)C1(c2ccc(Cl)cc2)CC1 (stereo unspecified)
[32] COc1ccc(OC)c(NC(=O)CSc2nnc(-c3cccnc3)s2)c1

screen / no.,25,26,27,28,29,30,31,32
PAX8 reporter,6,.,4,-26,5,-24,0,-1
FN deposit inh,3,5,.,-5,.,3,7,17
ERAP1 HTS inh,5,3,1,0,.,2,-6,.
PglD DTNB,-1,-1,.,1,-1,.,3,1
LGR2 inh,1,10,-12,-36,-5,.,-6,10
S100A4 inh HTS,-1,10,2,6,.,0,2,-22
PGC1a acetyl inh,9,0,.,-3,-8,.,5,-85
EWS-Fli block,-1,-2,0,-26,-7,18,-5,4

[33] C[C@@H]1CN([C@@H](C)CO)C(=O)Cc2cc(NS(=O)(=O)c3ccc(Cl)cc3)ccc2O[C@H]1CN(C)C
[34] CN1CCN(C(=O)c2ccccc2NC(=O)c2ccccc2Br)CC1
[35] Cc1ccccc1NC(=S)NC(=O)COc1ccccc1C
[36] CCn1nc(C(=O)OCC(=O)Nc2ncc(Cl)c(C)c2Cl)c2ccccc2c1=O
[37] COc1cc(NC(=O)CSc2ccccc2)c(C(=O)O)cc1OC
[38] COc1cc(OC)cc(-c2cc3nc(C4CCN(C(=O)OC(C)(C)C)CC4)cc(=O)n3[nH]2)c1
[39] Cc1cc(NCc2ccccn2)nc2ccccc12
[40] C[C@H](O)CNC(=O)c1[nH]cnc1C(=O)N[C@@H](C)c1ccccc1

screen / no.,33,34,35,36,37,38,39,40
PAX8 reporter,-7,-4,-13,-3,-6,.,.,-18
FN deposit inh,.,.,4,-1,0,.,.,0
ERAP1 HTS inh,-1,-1,1,.,-4,4,-1,-2
PglD DTNB,0,5,-5,-1,-6,-4,2,0
LGR2 inh,8,-5,-8,-8,-10,31,-45,-14
S100A4 inh HTS,-10,7,3,.,2,6,-3,-3
PGC1a acetyl inh,6,.,-2,-2,4,-17,9,.
EWS-Fli block,6,.,.,.,-1,1,-19,-1

[41] COc1ccc(CCC(C)NCC(C)c2ccccc2)cc1 (stereo unspecified)
[42] CO[C@@H]1CN(C)C(=O)c2cc(NC(C)=O)ccc2OC[C@@H](C)N(Cc2cccnc2)C[C@@H]1C
[43] CC(C)NC(=O)NCC[C@H]1CC[C@@H](NS(=O)(=O)c2ccc(Oc3ccccc3)cc2)[C@@H](CO)O1
[44] O=C(O)c1ccccc1C(=O)NCc1ccc2c(c1)OCO2
[45] C[C@H]1CN([C@@H](C)CO)C(=O)CCCn2nncc2CO[C@@H]1CN(C)Cc1ccccc1C(F)(F)F
[46] Cc1cc(OC(=O)c2ccc(Cl)cc2Cl)c([N+](=O)[O-])c(=O)[nH]1
[47] CC(=O)OC1(C)C=Cc2ccccc2C1=NS(=O)(=O)c1ccccc1 (stereo unspecified)
[48] C[C@@H]1CN([C@@H](C)CO)C(=O)Cc2cc(NC(=O)CCN3CCOCC3)ccc2O[C@H]1CN(C)C(=O)Nc1ccccc1

screen / no.,41,42,43,44,45,46,47,48
PAX8 reporter,-9,-2,-5,-2,6&3,3,25,4
FN deposit inh,-6,1,3,-3,-5&-4,-4,-4,.
ERAP1 HTS inh,-6,.,0,-1,-2,-3,2,1
PglD DTNB,-17,4,6,-2,-5&-1,5,-1,-2
LGR2 inh,10,-25,-6,-5,6,-13,.,-2
S100A4 inh HTS,-4,.,-7,-3,0&5,-2,-9,10
PGC1a acetyl inh,.,6,3,2,-11&7,0,5,3
EWS-Fli block,3,4,5,.,3&-7,-5,15,-4

[49] Cc1ccc(NC(=O)C2(C)CCN2C(=O)CC(c2ccccc2)c2ccccc2)cc1 (stereo unspecified)
[50] CN(C)Cc1c(OC(=O)c2ccc(N)cc2)ccc2ccccc12
[51] C[C@@H]1CN([C@H](C)CO)C(=O)Cc2cc(NS(=O)(=O)c3ccc(Cl)cc3)ccc2O[C@@H]1CN(C)S(=O)(=O)c1cccs1
[52] O=C(COC(=O)c1ccc(Cl)nc1)NC1CCCc2ccccc21 (stereo unspecified)
[53] C[C@@H]1CN([C@H](C)CO)C(=O)c2cc(-c3cncnc3)cnc2O[C@@H]1CN(C)Cc1ccccc1
[54] CCOC(CCNC(=O)c1cc(-c2cccs2)nc2ccccc12)OCC

screen / no.,49,50,51,52,53,54
PAX8 reporter,18,-67,.,.,-7,3
FN deposit inh,-17,-6,.,0,-2,6
ERAP1 HTS inh,0,-1,1,0,0,3
PglD DTNB,0,-1,3,5,-5,-2
LGR2 inh,3,-26,-3,0,-17,-5
S100A4 inh HTS,-6,0,11,-7,-4,-4
PGC1a acetyl inh,-5,-5,-9,-10,-5,5
EWS-Fli block,3,-30,-2,-6,-4,-8
